TDP-43 yeast inh – rescues yeast growth from TDP-43 toxicity | TDP-43 expressing yeast growth rescue, BacTiter-Glo, 24 h | Potency, µM (top dose mostly 46.1 µM), for the others: top-dose growth rescue (activation), hits mostly activators | 410,000 compounds, 1.8% hits | AID 652104; further: potency means the concentration at half of the fitted maximal effect; % of control where 0% means no effect; nearly all actives have a fitted effect of over 50% in size
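In this qHTS, compounds that restore growth of yeast expressing TDP-43 appear as activators. Cells (OD600=0.02, galactose medium, raffinose-pregrown) are incubated with compound 24 hr at 30 deg C and growth is quantified by BacTiter-Glo.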
GLP1R inv ag – GLP-1 receptor (human) inverse agonism; Potency, µM (highest dose often 38.3 µM), inactives show at the top dose activity change, negative = inhibition, usual class: inhibitors; 410,000 compounds, 1.6% hits; AID 624417; HEK293 GLP-1R CRE-luciferase, luminescence, 24 h; GLP-1R form is constitutively active; P43220; further: potency means the concentration at half of the fitted maximal effect; on the % scale 0 is the no-effect control and ±100 the full control effect; nearly all actives have a fitted effect of over 55% in size
Target sequence (P43220 whole entry, looked up): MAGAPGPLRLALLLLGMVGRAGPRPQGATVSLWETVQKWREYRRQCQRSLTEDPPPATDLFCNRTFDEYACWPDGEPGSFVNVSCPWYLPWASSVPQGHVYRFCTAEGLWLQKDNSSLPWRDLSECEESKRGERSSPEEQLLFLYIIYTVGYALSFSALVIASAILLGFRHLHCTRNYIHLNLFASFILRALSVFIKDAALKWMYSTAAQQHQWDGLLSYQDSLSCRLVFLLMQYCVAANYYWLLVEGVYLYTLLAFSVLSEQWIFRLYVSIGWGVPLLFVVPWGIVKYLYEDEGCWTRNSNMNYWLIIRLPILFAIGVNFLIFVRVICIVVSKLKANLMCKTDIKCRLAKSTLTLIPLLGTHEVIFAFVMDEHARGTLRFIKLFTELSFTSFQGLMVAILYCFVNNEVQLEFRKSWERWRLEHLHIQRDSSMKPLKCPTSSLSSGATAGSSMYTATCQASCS
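GLP-1R inverse agonism mode: basal reporter luminescence in engineered HEK293 cells measured after one day of compound exposure at 37 deg C, with a 12 min room-temperature detection step.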
GLP-1R agonist – GLP-1 receptor (human) agonism; P43220; HEK293 GLP-1R CRE-luciferase, luminescence, 4-6 h; cells express a hypersensitive GLP-1R form; Potency, µM (series often up to 45.6 µM), for inactives: at the highest dose activation, hits mostly activators; 380,000 compounds, 0.007% hits; AID 624172; further: potency means the concentration at half of the fitted maximal effect; % of control where 0% means no effect
pAkt inh – Akt phosphorylation inhibition; 360,000 compounds, 0.32% hits; activity change, % for hits at 50 µM; Neuro2A IGF-stimulated pAkt S473 HTRF, 20 min; active compounds read low; in the data active means activity change below about -80%; inconclusive means mostly about -51% to -80%; further: on the % scale 0 is the no-effect control and ±100 the full control effect
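Neuro2A cells (4,500/well, DMEM with 0.5% FBS) were treated with compound at a single 50 µM final concentration, stimulated with 6 nM IGF for 20 min at 37 °C, and lysed. Phospho-Akt Ser473 was read by HTRF as 665/615 ratio ×10^4.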
FUS suppressor – FUS proteinopathy suppression in yeast; S. cerevisiae FUS-expressing, growth rescue, OD600, 24 h; Potency, µM (series often up to 76.6 µM), for the others: at the highest dose growth rescue (activation), most hits filed as activators; 390,000 compounds, 0.24% hits;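 further: potency means the concentration at half of the fitted maximal effect; plate controls were DMSO vehicle for no effect and reference control for full effect; nearly all actives have a fitted effect of over 55% in size; some results filed as inactive show a strong effect at the top dose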
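Absorbance at 600 nm, taken 24hr after compound addition, measured rescue of FUS-yeast growth at 30C. Induction used 2% galactose with seeding at OD 0.005. Controls: CP55940 from 92uM final, DMSO only.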
PTHR1 ag – agonists of human PTHR1 parathyroid hormone receptor; Q03431; HEK293 GP2 PTHR1 cells, GloSensor cAMP luminescence, 1 h; Potency, µM (series often up to 115 µM), for the others: at the highest dose activation, actives largely listed as activators; 410,000 compounds, 0.075% hits; further: potency means the concentration at half of the fitted maximal effect; nearly all actives have a fitted effect of over 55% in size; some results filed as inactive show a strong effect at the top dose; inactives centre near -15; many of its hits are not listed in these tables
Target sequence (Q03431 whole entry, looked up): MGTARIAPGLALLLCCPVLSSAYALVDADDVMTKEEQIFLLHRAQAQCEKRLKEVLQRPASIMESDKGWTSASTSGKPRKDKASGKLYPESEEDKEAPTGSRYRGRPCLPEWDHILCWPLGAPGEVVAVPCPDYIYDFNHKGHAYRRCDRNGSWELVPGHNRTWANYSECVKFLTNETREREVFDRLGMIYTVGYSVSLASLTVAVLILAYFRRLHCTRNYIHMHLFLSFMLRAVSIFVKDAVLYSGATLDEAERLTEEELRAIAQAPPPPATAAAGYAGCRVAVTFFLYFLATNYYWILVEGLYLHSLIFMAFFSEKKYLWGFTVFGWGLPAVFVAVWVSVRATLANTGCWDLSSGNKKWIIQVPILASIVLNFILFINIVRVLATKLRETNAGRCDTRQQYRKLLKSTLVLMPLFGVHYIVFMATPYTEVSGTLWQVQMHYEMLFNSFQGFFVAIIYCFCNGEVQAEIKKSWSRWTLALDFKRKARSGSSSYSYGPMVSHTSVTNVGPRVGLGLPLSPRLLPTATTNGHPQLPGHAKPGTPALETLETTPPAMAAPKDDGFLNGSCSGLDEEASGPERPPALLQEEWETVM
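HEK-293-derived GP2 cells expressing PTHR1 and a GloSensor cAMP reporter, 3,000/well, plated overnight, given luciferin plus IBMX (each 0.5 mM as added) for 1 h at 37 °C, then compound for 1 h at 37 °C. Luminescence was read after 15 min at room temperature.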
Abeta yeast res – restores growth of yeast expressing A-beta42 peptide; 410,000 compounds, 0.063% hits; yeast expressing A-beta42, growth rescue, OD600, 48 h; response scale: 0% DMSO, 100% iron-clioquinol control; AID 1347071; Potency, µM (series often up to 46.1 µM), without a hit: top-dose growth rescue, actives largely listed as activators; further: potency means the concentration at half of the fitted maximal effect; nearly all actives have a fitted effect of over 55% in size
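Growth rescue measured by 600 nm absorbance after 48 h yeast culture at 30 C with compound. Values normalized between DMSO and an equimolar ferric chloride plus clioquinol control.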
aSyn yeast inh – alpha-synuclein toxicity inhibition in yeast; 370,000 compounds, 0.14% hits; Potency, µM (titrated, usually from 46.1 µM), inactives show at the highest dose growth rescue (activation), hits mostly activators; AID 652106; Yeast expressing alpha-synuclein, growth rescue, BacTiter-Glo, 24 h; further: potency means the concentration at half of the fitted maximal effect; % of control where 0% means no effect; nearly all actives have a fitted effect of over 65% in size
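Screening used galactose-induced yeast with toxic alpha-synuclein levels, exposed to compound for 24 hr at 30 deg C. Cell growth, read with BacTiter-Glo luminescence, gave the measured signal.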
D3 antag – blocks the human D3 dopamine receptor | P35462 | D3R cells, DiscoveRx beta-arrestin luminescence, antagonist mode; active compounds read low | max response, negative = inhibition, % | 360,000 compounds, 2.5% hits | AID 652054; in the data active means max response below about -50%; inconclusive means no clear call, values can overlap the other calls; further: on the % scale 0 is the no-effect control and ±100 the full control effect; mostly tested at two doses, the higher about 12 µM
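Cells plated overnight at 1500 cells/well, then exposed to library compounds with dopamine controls for 90 minutes at 37 degrees C. DiscoveRx reagent added for 30–60 minutes at room temperature; luminescence read, quantitative HTS format.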
An asterisk follows results filed as active; i = inactive; u = inconclusive; x = not tested or not shown; [ ] = remark or other dose. Unless noted, the call rests on the fitted dose curve; in most records, active means well fitted curve in the direction sought with a large enough effect; inconclusive means small, poorly fitted or top-dose-only effect, or another doubt; inactive means no such curve, though single readings can be large; an effect the other way counts as inactive or inconclusive.

SMILES	TDP-43 yeast inh	GLP1R inv ag	GLP-1R agonist	pAkt inh	FUS suppressor	PTHR1 ag	Abeta yeast res	aSyn yeast inh	D3 antag
COC(=O)c1ccccc1NC1CC(=O)N(c2c(C)cccc2C)C1=O (stereo unspecified)	0%	0%	-2%	i	45%	-2%	-2%	1%	9
CS(=O)(=O)N(CC(=O)N1CCc2ccccc2C1)c1ccc(Br)cc1	0%	-28%	3%	i	17%	-12%	14%	6%	1
COc1ccc([C@@H]2[C@@H]3C(=O)N(C(C)(C)C)C(=O)[C@@H]3[C@]3(Cc4ccc(Cl)cc4)C(=O)N(c4ccc(C)cc4)C(=O)N23)cc1	2%	u	-3%	i	u	i	-2%	5%	-17
CCNC(=O)N(C)C[C@H]1N[C@@](CC)(C(=O)OC)[C@H]2C(=O)N(Cc3ccccc3)C(=O)[C@@H]12	-3%	11%	-3%	i	-17%	-33%[inhibitor]	-1%	1%	-7
CC(=O)Nc1cc(-c2cccc(C(=O)NCCN(C)C)c2)cn2c(-c3cccc(C(F)(F)F)c3)cnc12	0%	u	2%	i	20%	-15%	-12%	1%	-8
COC(=O)CSc1nnc(-c2ccccn2)n1N	3%	6%	-7%	i	-5%	i	1%	0%	10
CC1CCCCN1C(=O)COC(=O)c1ccc2ccccc2n1 (stereo unspecified)	17%	4%	13%	i	x	i	13%	3%	-20
Cc1cc(C(=O)OCC(=O)Nc2c(Cl)cccc2Cl)c(C)o1	u	-1%	0%	i	x	-15%	-9%	-2%	1
Cc1cc(C(=O)Nc2c(C)n(C)n(-c3ccccc3)c2=O)on1	12%	7%	0%	i	-25%	9%	-6%	0%	6
Cc1nc2ccc(S(=O)(=O)NCC(=O)N3CCOCC3)cc2s1	-6%	-1%	18%	i	10%	i	-5%	1%	-8
COC(=O)/C=C1/C(=O)N/C(=N\c2nc(C)cc(C)n2)N1c1ccc(OC)cc1	3%	35%[activator]	0%	i	-12%	i	-9%	-5%	8
OCCN(Cc1ccccc1)Cc1cccc(Cl)c1Cl	-11%	u	12%	i	-11%	-32%[inhibitor][57.5 µM]	15%	1%	-24
CSCC(=O)N1CCCC(N2CCN(c3cccc(C(F)(F)F)c3)CC2)C1 (stereo unspecified)	-4%	-24%	10%	i	-16%	-16%	-14%	1%	5
COc1ccc(N2C(=O)C3CC(C)=C(C)CC3C2=O)c(OC)c1 (stereo unspecified)	21%	8%	5%	i	5%	-3%	9%	8%	-16
O=C(NNC(=O)c1ccccc1O)c1ccco1	-11%	15%	9%	i	-22%	i	6%	0%	12
COc1ccc(-c2noc(CSc3nc4ccccc4[nH]3)n2)cc1	11µM*	u	0%	x	8%	-36%[inhibitor]	6%	x	x
COC(=O)c1sccc1S(=O)(=O)N(CC(=O)NCc1ccc(F)cc1)c1ccc(Cl)cc1	8%	u	x	x	-20%	-2%	-2%	x	x
CCc1cc(=O)n2[nH]c(C)c(-c3ccc(OC)cc3)c2n1	14%	-4%	0%	i	5%	i	-16%	0%	100
CNc1nc(Cl)c(SC)c(NC2CCCCC2)n1	-8%[0.397 µM]	6%	10%	i	-3%	-11%	8%	0%	13
CCOC(=O)C1CCN(C(=O)CSc2ccc(Br)cc2)CC1	28%	-22%	26%	i	1%	-22%	-17%	-3%	7

Some entries already given, showing only GLP1R inv ag and pAkt inh:
SMILES,GLP1R inv ag,pAkt inh
OCCN(Cc1ccccc1)Cc1cccc(Cl)c1Cl,u,i
CSCC(=O)N1CCCC(N2CCN(c3cccc(C(F)(F)F)c3)CC2)C1 (stereo unspecified),-24%,i
COc1ccc(N2C(=O)C3CC(C)=C(C)CC3C2=O)c(OC)c1 (stereo unspecified),8%,i

(list continues)
SMILES	TDP-43 yeast inh	GLP1R inv ag	GLP-1R agonist	pAkt inh	FUS suppressor	PTHR1 ag	Abeta yeast res	aSyn yeast inh	D3 antag
CCCC(=O)NC(c1ccco1)c1c(O)ccc2ccccc12 (stereo unspecified)	-19%	u	-2%	i	31%	-26%	-3%	3%	13
CCN(c1cccc(C)c1)S(=O)(=O)c1c(C)[nH]c(=O)[nH]c1=O	-13%	-11%	1%	i	5%	-17%	-4%	0%	12
COc1cccc(CN2CCNC(=O)C2CC(=O)NCc2cn3ccc(C)cc3n2)c1OC (stereo unspecified)	-8%	-16%	-1%	i	22%	i	8%	0%	5
CCNC(=O)N1CCNC(=O)C1CC(=O)Nc1ccc(C(=O)OCC)cc1 (stereo unspecified)	15%	5%	1%	i	-37%	-25%	18%[9.22 µM]	0%	0
Cc1ccc(CNc2cc(C(=O)O)ccc2Cl)s1	13%	40%[activator]	-2%	i	7%	1%	12%	30%	18
Cc1cc(NS(=O)(=O)c2ccc(NC(=O)CCCOc3ccccc3C)cc2)nc(C)n1	7%	14%	-1%	i	28%	i	-12%	0%	10
Nc1nc(CN2CCN(C(c3ccccc3)c3ccccc3)CC2)nc(Nc2ccccc2)n1	-10%	u	11%	i	27%	-2%	11%	2%	-30
Cc1cnc(C)c(N2CCC(C(=O)NCc3ccco3)CC2)n1	-24%	0%	15%	i	11%	-5%[57.5 µM]	13%	3%	u
Cc1cccc(C(=O)NC(=S)Nc2ccccc2C(F)(F)F)c1	23%	u	28%	i	x	i	22%	-1%	-29
COc1ccc(Nc2oc(COc3cccc(C)c3)nc2C#N)cc1	16%	u	19%	i	21%	i	22%	0%	0
Cc1cccc(C)c1NC(=O)N1CCCCCCC1	2%	-23%	3%	i	-1%	u	-4%	3%	-9
N#CCOC(=O)[C@H](Cc1ccccc1)N1C(=O)c2ccccc2C1=O	1%	-5%	-6%	i	-24%	i	9%	12%	13
Cc1cc(C)nc(SCC(=O)c2ccc(Cl)cc2)n1	0%	-15%	5%	i	16%	-10%	7%	-1%	2
COc1cccc(-c2ccc(=O)n(CC(=O)NCCN3CCOCC3)n2)c1	-24%	0%	7%	i	30%	i	-10%	0%	-7
S=c1[nH]ccn1-c1c(Cl)cccc1Cl	7%	u	0%	i	2%	-4%	-3%	6%	5
Cc1ccc(S(=O)(=O)NCC(=O)N(CC(=O)NCC2CCCO2)C2CCCC2)cc1 (stereo unspecified)	-1%	12%	-3%	i	-3%	i	13%	-8%	-1
COc1ccc(NC(=O)CSc2nc(C)cs2)c([N+](=O)[O-])c1	23%	-4%	7%	i	x	i	-19%	5%	12
CC1CCCN(C(=S)NCc2ccccc2)C1 (stereo unspecified)	27%	-2%	-3%	i	x	i	24%	6%	8
O=C(NC(Cc1ccccc1)C(=O)NCCc1ccccn1)c1ccccc1 (stereo unspecified)	11%	5%	6%	i	10%	13%	-1%	0%	-2
COc1ccccc1C(c1c(O)cc(C)n(Cc2ccco2)c1=O)N1CCCCC1 (stereo unspecified)	11%	-10%	x	x	30%	i	u	x	x
Cc1ccc2nc(N3CCOCC3)c(C=O)cc2c1	-14%	12%	-2%	i	-14%	-39%[inhibitor]	-8%	-4%	7
CC(=O)N[C@H]1[C@H](Oc2ccc3c(c2)CCC2C3CC[C@]3(C)C(=O)CCC23)O[C@H](CO)[C@@H](O)[C@@H]1O (stereo partly specified)	4%	23%	4%	i	-32%	-25%	-10%	-8%	5
COc1ccccc1C1=CN(Cc2ccccc2)CCC1=O	19%	-2%	-10%	i	0%	-26%	7%	-1%	-7
COc1cccc(C(=O)O/N=C(\N)Cc2ccc(Cl)cc2)c1	u	-7%	u	i	x	i	-82%[inhibitor]	-69%[inhibitor]	-14
CCOC(=O)n1c(=O)n(Cc2ccccc2C)c2ccccc21	20%	-22%	29%	i	15%	-11%	-49%[inhibitor]	20%	2
Cn1cnnc1SCC(=O)NCc1cccc(C(F)(F)F)c1	-12%	0%	-5%	i	-11%	i	-2%	0%	18
Cc1c(NC(=O)C(C)OC(=O)/C=C/c2ccc3c(c2)OCO3)c(=O)n(-c2ccccc2)n1C (stereo unspecified)	5%	3%	6%	i	-6%	-2%	-13%	-4%	8
O=C(Nc1cccc(-c2nc3ccccc3c(=O)o2)c1)c1ccccc1	-9%	11%	-6%	i	3%	-13%	0%	-8%	10
COc1cc(NC(=O)CSC2=Nc3ccccc3N=C(c3ccc(F)cc3)C2)cc(OC)c1	0%	21%	0%	x	17%	i	-4%	x	x
CCOc1ncccc1C(=O)Nc1ccc(S(=O)(=O)NC2=NCCCCC2)cc1	-11%	73%[activator]	8%	i	-1%	i	-1%	-10%	9
CCCCC(=O)Nc1cccc(C(=O)Nc2ccccc2C(=O)O)c1	15%[9.22 µM]	-12%[7.66 µM]	5%	i	19%	i	3%	0%	4
COC(=O)C1C(O)=C(C=Nc2cccc3ccccc23)C(=O)CC1(C)C (stereo unspecified)	-9%	-5%	18%	i	22%	u	-6%	13%	-2
COc1ccc(Cc2nnc(NC(=O)c3cccc([N+](=O)[O-])c3C)s2)cc1	-9%	-7%	-3%	i	13%	i	11%	6%	-29
COCC(C)NC(=O)C1=CC(c2ccc3c(c2)OCO3)=NS(=O)(=O)N1C (stereo unspecified)	8%	14%	x	x	6%	i	-21%	x	x
CC(Nc1[nH]c(=O)n(C)c(=O)c1N=O)c1ccccc1 (stereo unspecified)	-1%	25%	-1%	i	16%	-5%	-7%	0%	1
Cc1nn(-c2ccc(C(=O)O)cc2)c(N)c1-c1ccccc1	11%	-16%	-23%	i	5%	-23%	-6%	16%	-2
O=C(COC(=O)CNC(=O)c1ccccc1F)Nc1cccc(S(=O)(=O)N2CCCCCC2)c1	3%	0%	2%	i	u	-10%	0%	1%	5
O=C(CN1C(=O)c2ccccc2C1=O)NCCc1c[nH]c2ccc(Cl)cc12	18%	11%	-3%	i	-8%	-19%	4%	2%	2

Screening results as filed in PubChem.

A portion of the library (hit frequency here may not be typical).
